PI4K2A inh: blocks human PI4K2A kinase activity; purified PI4K2A, ADP-Glo luminescence, 1 h; stronger effect = lower value; activity change, negative = inhibition, % at 76.9 µM; Q9BTU6; 420,000 tested, 0.13% active; in the data active means activity change below about -50%; inconclusive means mostly about -30% to -49%;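 further: -100% = wells without enzyme as full effect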
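ADP-Glo luminescence measured ADP generated by PI4K2A enzyme (4 ug/mL before mixing) with 1.2 mM PI substrate (pre-mix) and 300 microM ATP (pre-mix). Tris pH7.5 buffer with MgCl2, Triton X-100; 1 h reaction at ambient temperature.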
GLS inh: blocks human kidney-isoform glutaminase activity | 410,000 tested, 0.21% active | AID 624170 | O94925 | GLS enzymatic activity, qHTS titration | Potency, µM (highest dose often 45.5 µM), for inactives: top-dose activity change, negative = inhibition, actives largely listed as inhibitors; further: potency means the concentration at half of the fitted maximal effect; on the % scale 0 is the no-effect control and ±100 the full control effect
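hKGA; 45 mM KH2PO4 pH 8.2 + 0.02% Tween-20; cpd via pin tool; 1 mM Gln soln; GluOx/HRP/Amplex Red; RT 30 min; fluor. t0 & final.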
ERG Ets-DNA blk: ERG Ets/DNA interaction inhibition; fluorescence polarization, His-ERG Ets domain / labelled DNA; P11308; Potency, µM (series often up to 76.9 µM), inactives show at the top dose FP activity, negative = inhibition, usual class: inhibitors; 370,000 tested, 0.028% active; active means well fitted inhibition curve with a large enough effect in the polarisation, with a control signal flat; inconclusive means small, poorly fitted or top-dose-only effect, or effect the other way, or a change in a side signal; inactive means no such curve, though single readings can be large or run the other way; the % refers to the polarisation;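 further: polarization taken with two DNA probes labelled with fluorescein and Texas red; potency means the concentration at half of the fitted maximal effect; % of control where 0% means no effect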
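His-tagged ERG Ets domain (1 uM in the protein solution; 300mM KCl, 50mM Tris-HCl, 1mM EDTA, 1mM DTT, pH 7.5) received compound, then a probe mix of 5 nM fluorescein-DNA and 100nM Texas-615-DNA. Fluorescence polarization was read for both dyes.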
BAZ2B block: blocks human BAZ2B; AlphaScreen BAZ2B-H3K14Ac peptide displacement; Potency, µM (top dose mostly 114 µM), inactives show at the highest dose activity change, negative = inhibition, usual class: inhibitors; Q9UIF8; 360,000 tested, 4.4% active; further: potency means the concentration at half of the fitted maximal effect; on the % scale 0 is the no-effect control and ±100 the full control effect; nearly all actives have a fitted effect of over 60% in size
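AlphaScreen displacement: compounds (up to 110uM) incubated 30 min at room temperature with a preformed 50 nM BAZ2B/50 nM biotinylated H3K14Ac peptide complex in PBS pH 7.4 with Tween-20. Donor and acceptor beads at 10 ug/mL final added, 20 min light-protected before reading.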
HP1b binding inh: HP1-beta chromodomain-methylated histone interaction inhibition; AlphaScreen HP1-beta / biotin-H3K9me3 peptide binding; P83916; 390,000 tested, 0.56% active; Potency, µM (series often up to 114 µM), for inactives: at the top dose activity change, negative = inhibition, most hits filed as inhibitors; further: potency means the concentration at half of the fitted maximal effect; nearly all actives have a fitted effect of over 70% in size; inactives centre near 23
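HP1-beta protein (50 nM final) preincubated 30 min at room temperature with biotinylated H3(1-18)K9me3 peptide (50 nM) in PBS pH 7.4, 0.01% Tween-20, then compound added for 30 min. AlphaScreen streptavidin donor/nickel chelate acceptor beads (10 ug/mL final), 30 min dark, luminescence read.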
RGS4 inh: inhibitors of human regulator of G protein signaling 4; P49798; Transcreener GDP fluorescence polarization, RGS4-accelerated GTP hydrolysis; Potency, µM (top dose mostly 114 µM), without a hit: at the highest dose activity change, negative = inhibition, actives largely listed as inhibitors; 390,000 tested, 0.039% active; AID 504845; further: potency means the concentration at half of the fitted maximal effect; on the % scale 0 is the no-effect control and ±100 the full control effect; nearly all actives have a fitted effect of over 75% in size; some results filed as inactive show a strong effect at the top dose
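MLSMR compounds (23 nl, pin-transferred) preincubated 10 min at room temperature with a 500nM (2x) first reagent, then RGS4 at 900nM (2x) plus Transcreener GDP mix added; fluorescence polarization (620/688 nm) read before and after 90 min at 30 °C.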
JMJD2A Tudor inh: blocks the human JMJD2A Tudor domain | AlphaScreen JMJD2A-Tudor / H3K4me3 peptide binding | O75164 | Potency, µM (top dose mostly 114 µM), for the others: top-dose activity change, negative = inhibition, most hits filed as inhibitors | 390,000 tested, 4.4% active | AID 504339; further: potency means the concentration at half of the fitted maximal effect; on the % scale 0 is the no-effect control and ±100 the full control effect; nearly all actives have a fitted effect of over 50% in size
Target sequence (O75164 whole entry, looked up, the tested form may be a part): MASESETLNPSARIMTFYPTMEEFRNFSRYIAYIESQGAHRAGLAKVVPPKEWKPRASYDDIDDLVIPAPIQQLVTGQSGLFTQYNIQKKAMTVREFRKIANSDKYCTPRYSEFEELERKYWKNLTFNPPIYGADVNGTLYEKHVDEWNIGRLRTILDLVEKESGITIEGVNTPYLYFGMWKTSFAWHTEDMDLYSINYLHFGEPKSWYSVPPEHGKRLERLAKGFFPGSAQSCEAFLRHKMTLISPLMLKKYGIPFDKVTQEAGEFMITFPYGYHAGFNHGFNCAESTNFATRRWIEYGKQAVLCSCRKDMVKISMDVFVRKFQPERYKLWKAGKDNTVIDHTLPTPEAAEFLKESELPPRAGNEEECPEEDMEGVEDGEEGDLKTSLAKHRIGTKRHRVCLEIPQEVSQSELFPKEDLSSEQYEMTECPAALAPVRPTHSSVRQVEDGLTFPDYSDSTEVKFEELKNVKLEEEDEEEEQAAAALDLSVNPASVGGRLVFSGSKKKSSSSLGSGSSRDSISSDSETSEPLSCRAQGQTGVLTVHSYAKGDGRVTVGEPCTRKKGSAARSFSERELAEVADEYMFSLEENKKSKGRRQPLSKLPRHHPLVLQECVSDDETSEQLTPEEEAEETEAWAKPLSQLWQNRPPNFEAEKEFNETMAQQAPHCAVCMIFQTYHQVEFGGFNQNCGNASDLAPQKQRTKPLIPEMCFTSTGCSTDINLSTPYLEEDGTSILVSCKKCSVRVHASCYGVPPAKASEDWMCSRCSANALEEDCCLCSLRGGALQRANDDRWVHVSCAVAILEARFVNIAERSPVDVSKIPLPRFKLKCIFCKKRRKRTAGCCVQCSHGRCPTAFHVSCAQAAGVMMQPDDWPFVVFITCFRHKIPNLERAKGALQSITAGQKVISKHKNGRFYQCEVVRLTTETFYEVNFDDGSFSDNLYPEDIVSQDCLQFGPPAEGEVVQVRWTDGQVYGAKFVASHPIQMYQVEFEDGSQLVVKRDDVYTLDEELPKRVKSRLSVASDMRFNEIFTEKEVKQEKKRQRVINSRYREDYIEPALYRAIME
G9a block: inhibitors of human histone lysine methyltransferase G9a; G9a H3K9 monomethylation, AlphaScreen, 2 h; Potency, µM (doses to about 102 µM), without a hit: top-dose activity, negative = inhibition, actives largely listed as inhibitors; 350,000 tested, 8.8% active; Q96KQ7; further: potency means the concentration at half of the fitted maximal effect; on the % scale 0 is the no-effect control and ±100 the full control effect; nearly all actives have a fitted effect of over 75% in size
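Methyltransferase reactions run at room temperature for 2 h (20 nM enzyme, 500 nM biotin-H3K9 peptide, 20 uM SAM) after a 15 min compound preincubation; product detected by AlphaScreen beads and anti-H3K9me1 antibody.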
ALOX12 inh: blocks human arachidonate 12S-lipoxygenase. P18054. purified 12hLO, xylenol orange hydroperoxide absorbance. Potency, µM (series often up to 108 µM), without a hit: at the top dose activity change, negative = inhibition, actives largely listed as inhibitors. 580,000 tested, 1.1% active. AID 1671190; further: potency means the concentration at half of the fitted maximal effect; on the % scale 0 is the no-effect control and ±100 the full control effect
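Hydroperoxide product was detected by ferrous iron/xylenol orange as the 573 to 405 nm absorbance ratio. Arachidonic acid at 40 uM (final) was turned over for 30 min at room temperature by 150 nM human 12hLO, pH 7.0 Hepes buffer, after 15 min compound preincubation.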
* hit, by the source's call; ? = inconclusive; / = no result given; [ ] = another dose, or the depositor's remark. Unless noted, the call rests on the fitted dose curve; in most records, active means well fitted curve in the direction sought with a large enough effect; inconclusive means small, poorly fitted or top-dose-only effect, or another doubt; inactive means no such curve, though single readings can be large; an effect the other way counts as inactive or inconclusive. This is a subset. The share of hits here may be higher or lower than overall.

SMILES	PI4K2A inh	GLS inh	ERG Ets-DNA blk	BAZ2B block	HP1b binding inh	RGS4 inh	JMJD2A Tudor inh	G9a block	ALOX12 inh
CCN(CC)C(=O)Cn1cc(S(=O)(=O)CC(=O)NCc2ccc3c(c2)OCO3)c2ccccc21	1	0%	16%	/	48%[activator]	-12%	-8%	?	0%
CC(C)CNS(=O)(=O)c1ccc(NC(=O)Cn2nc(-c3ccc(F)cc3)ccc2=O)cc1	-3	-3%	13%	-4%	10%	9%	-17%	12%[59 µM]	?
CCOc1ccccc1N1CCN(C(=O)c2cccs2)CC1	1	-4%	10%	-26%	26%	-4%	-10%	-7%	34%[activator]
COc1cccc(CN(C)C(=O)c2cccc(S(=O)(=O)N3CCN(c4ccc(F)cc4)CC3)c2)c1OC	0	-2%	-6%	-4%	-7%	11%	-23%	?	-8%
COc1ccc(C(=O)C=CNNC(=O)c2ccc(Cl)cc2)cc1	-1	15%	14%	-25%	33%	15%	-25%	-3%	?
OCCNC(=S)Nc1ccc2nsnc2c1	-8	18%	-3%	-5%	40%[activator]	-27%	-11%	35µM*	?
CN(C)c1cc2c(cc1NC(=O)c1ccccc1Cl)n(C)c(=O)n2C	3	3%	-10%	50µM*	17%	14%	-13%	-24%	-2%
Cc1ccc(NC(=O)Nc2sc(=S)n(C)c2C)cc1	4	9%	1%	-2%	-23%	0%	-15%	25µM*	/
COc1cc(SC)ccc1C(=O)N(C)Cc1ccccc1	6	-19%	6%	-3%[57.1 µM]	32%	-4%[11.4 µM]	-19%[11.4 µM]	37%	0%
Fc1cc2ncn(Cc3ccccc3)c2cc1F	2	0%	7%	9%	18%	22%	-7%	2%	1%
NC(=O)/C(=C\c1cccnc1)NC(=O)c1ccccc1	-6	11%	-1%	1%	18%	20%	-7%	34%	1%
Cc1cc(N2CCN(S(=O)(=O)c3ccc(Br)cc3)CC2)n2ncnc2n1	0	-5%	3%	-17%	16%	13%	-8%	?	-2%
O=C(CN(C(=O)c1csnn1)c1ccccc1)NCc1ccc2c(c1)OCO2	5	3%	-1%	-1%	23%	-22%	-8%	3%	-28%
O=C(NCC1CCCO1)C1CCN(C(=O)c2ccc(Br)cc2)CC1 (stereo unspecified)	4	8%	6%	-3%	18%	6%	-13%	10%[59 µM]	-4%
Cc1ccc(S(=O)(=O)N2CCC(C(=O)NCCN3CCCCCC3)CC2)cc1	0	16%	-3%	7%	22%	-9%	-31%	?	?

Continued; it opens with the three that closed the last part.
SMILES	PI4K2A inh	GLS inh	ERG Ets-DNA blk	BAZ2B block	HP1b binding inh	RGS4 inh	JMJD2A Tudor inh	G9a block	ALOX12 inh
O=C(CN(C(=O)c1csnn1)c1ccccc1)NCc1ccc2c(c1)OCO2	5	3%	-1%	-1%	23%	-22%	-8%	3%	-28%
O=C(NCC1CCCO1)C1CCN(C(=O)c2ccc(Br)cc2)CC1 (stereo unspecified)	4	8%	6%	-3%	18%	6%	-13%	10%[59 µM]	-4%
Cc1ccc(S(=O)(=O)N2CCC(C(=O)NCCN3CCCCCC3)CC2)cc1	0	16%	-3%	7%	22%	-9%	-31%	?	?
COc1ccc2nc(SCC(=O)NC(C)(C)C)[nH]c2c1	-2	26%	/	-4%	13%	0%	-17%	48%	-3%
Fc1ccccc1NC(=S)N1CCOCC1	-1	1%	18%	2%	38%	4%	-16%	-3%	-3%
COc1ccc(NC(=O)Cn2c(=O)c3ccccc3n3nncc23)c(OC)c1	4	-8%	-1%	-1%	22%	-11%	-18%	11%[59 µM]	-8%
COc1ccc(Nc2cc(C(=O)NCc3cccs3)c3ccccc3n2)cc1	4	3%	-6%	/	31%	-10%	-5%	21%[59 µM]	-20%
O=C(N/N=C/c1cccc2cccnc12)[C@H]1C[C@@H]1c1ccccc1	1	-6%	4%	-35%	6%	-23%	?	10%	1%
Cc1ccccc1NC(=O)c1ccc2c(c1)C(=O)N(CCC(C)C)C2=O	3	-2%	2%	1%	32%[activator]	-24%	-19%	1%	-2%
Cc1oc(-c2cccc3ccccc23)nc1CN1CCC[C@H]1CO	-5	-3%	-3%	-22%	31%	5%	-21%	?	-7%
COC(CNC(=O)C(=O)Nc1cc2c3c(c1)CC(=O)N3CCC2)OC	13	-12%	-3%	-8%	63%[activator]	-5%[11.4 µM]	-8%	-1%	-6%
Cc1cc(C)cc(NC(=O)C(c2ccccc2)N2CCN(CC(=O)NC3CC3)CC2)c1 (stereo unspecified)	-3	-4%	-16%	-1%	18%	0%	-11%	-5%[12.7 µM]	380%[activator]
O=C(CSc1nc(-c2ccccc2)c(-c2ccccc2)[nH]1)NCCN1C(=O)CSC1=O	6	-8%	10%	?	-13%	-11%	?	?	?
Cc1nc(SCC(=O)NCc2ccccc2)c2oc3ccccc3c2n1	2	-5%	6%	2%	10%	35%	-10%	-3%[59 µM]	-3%
CSc1ncc2[nH]c(C(O)c3ccccc3)nc2n1 (stereo unspecified)	-3	-4%	10%	/	42%[activator]	-19%	?	/	-3%
O=C(NCC(=O)c1ccccc1)OCc1ccc([N+](=O)[O-])cc1	-1	-11%	-3%	-21%	18%	-35%	-22%	9%[0.501 µM]	25%
O=C(CSc1nc2ncc(Br)cc2[nH]1)Nc1ccc2c(c1)OCO2	2	1%	4%	-2%	10%	27%	-26%	?	0%
O=C(O)c1ccc(-c2nc(-c3ccccc3)cs2)cc1	-9	5%	-2%	1%	24%	-9%	-17%	-2%	1%
O=C(O)C1CCN(C(=O)CSc2nc3ccccc3c(=O)n2Cc2ccccc2)CC1	3	11%	-1%	-7%	-9%	4%	-18%	-8%	3%
CCC(=O)N(CC)c1nc(-c2ccc(OC)cc2)cs1	1	-3%	-3%	6%	52%[activator]	-33%	-10%	0%[59 µM]	1%
COc1ccccc1/C=C/c1nc(C#N)c(NC2CCCCC2)o1	1	3%	4%	-9%	0%	15%	18%	-9%[59 µM]	0%
N#C/C(=C\c1cc2c(cc1Br)OCO2)c1ccc(C(=O)O)cc1	3	21%	13%	-36%	26%	-24%	-8%	-3%[59 µM]	-34%
COC(=O)c1sc(-c2ccc(Cl)cc2)cc1NC(=O)c1ccccc1C(=O)O	-1	7%	4%	?	-7%	-13%	-17%	/	51%[activator]
COc1ccccc1NS(=O)(=O)c1cc(NC(=O)c2ccncc2)ccc1N1CCOCC1	0	-2%	2%	6%	?	?	-32%	?	10%
Cc1cccc2c1-c1sc(C(=O)NCCc3ccc(Cl)cc3)cc1CO2	-6	0%	-5%	2%	1%	-5%	?	-2%[59 µM]	?
CCSc1ccc(NC(=O)c2cccnc2)cc1	1	12%	-11%	8%	33%	-4%	5%	-37%[59 µM]	0%
Cc1[nH]n2c(=O)cc(Cc3ccccc3)nc2c1C#N	2	-7%	6%	3%	1%	-13%[11.4 µM]	-3%[11.4 µM]	?	9%
O=C(CCNC(=O)c1ccc(Br)cc1)NCCCN1CCCC1=O	2	3%	9%	4%	30%	0%	-8%	20%[12.7 µM]	12%
CSc1nc(-c2ccccc2)nc(N2CCN(C)CC2)c1C(C)=O	-2	4%	-5%	/	-16%	-12%	?	?	-16%
O=C(c1ccoc1)N1CCC2(CC1)Oc1ccc(F)cc1C(=O)C21CC(c2ccc(Cl)cc2)=NO1 (stereo unspecified)	-3	-2%	5%	-20%	29%	-18%	-24%	?	-15%
CCn1c(SCC(=O)Nc2ccc(OC)c(OC)c2)nnc1-c1ccco1	-1	-1%	2%	0%	22%	17%	-14%	2%	113%[activator]
C=CCn1c(SCC(=O)NC2CCCC2)nc2c([nH]c3ccccc32)c1=O	3	2%	19%	-4%	21%	-37%	6%	19%	?
CC(=O)NCCOc1cccc2ccccc12	0	4%	-7%	9%	15%	24%	-8%	-41%[12.7 µM]	19%
CCCCn1c(=O)[nH]c(=O)c2c1nc(-c1ccc(OC(F)F)c(OC)c1)n2C	-3	-7%	-6%	0%	-2%	22%	-8%	1%	16%
Cc1nccn1CC(=O)N/N=C/c1cc(Br)cs1	-5	13%	-3%	-4%	2%	-12%	-16%	11%[12.7 µM]	0%

Complete entries as entered above:
CCOc1ccccc1N1CCN(C(=O)c2cccs2)CC1 is listed with PI4K2A inh: 1; GLS inh: -4%; ERG Ets-DNA blk: 10%; BAZ2B block: -26%; HP1b binding inh: 26%; RGS4 inh: -4%; JMJD2A Tudor inh: -10%; G9a block: -7%; ALOX12 inh: 34%[activator]
COC(CNC(=O)C(=O)Nc1cc2c3c(c1)CC(=O)N3CCC2)OC is listed with PI4K2A inh: 13; GLS inh: -12%; ERG Ets-DNA blk: -3%; BAZ2B block: -8%; HP1b binding inh: 63%[activator]; RGS4 inh: -5%[11.4 µM]; JMJD2A Tudor inh: -8%; G9a block: -1%; ALOX12 inh: -6%
O=C(NCC1CCCO1)C1CCN(C(=O)c2ccc(Br)cc2)CC1 (stereo unspecified) is listed with PI4K2A inh: 4; GLS inh: 8%; ERG Ets-DNA blk: 6%; BAZ2B block: -3%; HP1b binding inh: 18%; RGS4 inh: 6%; JMJD2A Tudor inh: -13%; G9a block: 10%[59 µM]; ALOX12 inh: -4%

Screening results: PubChem BioAssay, National Center for Advancing Translational Sciences (NCATS)
